rCAG RNA binder = binders of r(CAG) RNA repeats, primary screen, biochemical, fluorescence | r(CAG) RNA repeat, TO-PRO-1 dye displacement fluorescence | inhibition, % at 3 µM | 1.3% of 370,000 active | AID 651821, 2012;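 active = inhibition above the plate cutoff, the mean of all test compounds on that plate plus 3 SD, cut at about 35% in these data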;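 also: 0% = DMSO alone and 100% = 100 µM mitoxantrone as full dye displacement; higher means more dye released from RNA so lower well fluorescence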
MBD2 DNA inh = inhibitors of MBD2 binding to methylated DNA, primary screen, biochemical, TR-FRET, DNA-binding domain, human; MBD2 binding to methylated oligonucleotide; Methyl-CpG-binding domain protein 2 (Homo sapiens), Q9UBB5; 0.31% of 370,000 active; inhibition, % at 4.4 µM; in the data active = inhibition above about 13%
Target sequence (Q9UBB5 whole entry, looked up, the tested form may be a part): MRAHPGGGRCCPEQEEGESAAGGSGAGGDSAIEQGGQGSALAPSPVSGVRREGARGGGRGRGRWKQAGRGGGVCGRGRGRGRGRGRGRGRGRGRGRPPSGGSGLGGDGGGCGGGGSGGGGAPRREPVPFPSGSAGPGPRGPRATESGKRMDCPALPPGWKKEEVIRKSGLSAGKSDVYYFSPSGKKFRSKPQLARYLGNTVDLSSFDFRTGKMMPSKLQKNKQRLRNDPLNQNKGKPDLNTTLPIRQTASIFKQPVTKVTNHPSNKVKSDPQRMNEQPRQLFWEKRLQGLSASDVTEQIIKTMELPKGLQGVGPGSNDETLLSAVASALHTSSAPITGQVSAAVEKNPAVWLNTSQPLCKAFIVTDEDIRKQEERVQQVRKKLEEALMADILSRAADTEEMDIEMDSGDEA
Rev-erbA mod = modulators of Rev-erb alpha DNA binding, primary screen, biochemical, FITC-DNA, fluorescence polarization, uHTS; Nuclear receptor subfamily 1 group D member 1 (Homo sapiens), P20393; Rev-erbα–FITC-DNA binding, 90 min; activity, % at 10 µM; 0.79% of 370,000 active; AID 1259318, 2017;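 active = activity above about 14%, limit read from the data; passing the limit was not always enough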;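 also: 0% = DMSO wells with 35 nM protein and 100% = DMSO wells with 750 nM protein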
PRMT1 FP inh = PRMT1 methyltransferase inhibitors, primary screen, biochemical, fluorescence polarization; recombinant PRMT1, activity-based probe fluorescence polarization; Protein arginine N-methyltransferase 1 (Homo sapiens), Q99873; inhibition, % at 2.79 µM; 1.3% of 370,000 active;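 active = inhibition above about 21% made by adding two undisclosed values, limit read from the data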
UHRF1 binding = UHRF1 methylated DNA binding inhibitors, primary screen, counter-screen for MBD2 inhibitor project, biochemical, TR-FRET, human UHRF1, single concentration; UHRF1 binding to methylated oligo; inhibition, % at 4.4 µM; 0.75% of 370,000 active; AID 687016, 2013; in the data active = inhibition above about 21%;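 also: UHRF1 SRA domain binding a hemimethylated CpG hairpin DNA probe; 0% = median of test compound wells and 100% = reference inhibitor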
PG9 binder = binders of HIV-1 gp120 antibody PG9, primary screen, biochemical, TR-FRET | TR-FRET gp120-PG9 antibody binding | HIV-1 gp120 / PG9 antibody interaction | 0.43% of 360,000 active | inhibition, % at 6.7 µM | AID 624416, 2012; in the data active = inhibition above about 8.5%
mABHD4 FP = ABHD4 inhibitors, primary screen, biochemical, fluorescence polarization, mouse | inhibition, % at 8.92 µM | (Lyso)-N-acylphosphatidylethanolamine lipase (Mus musculus), Q8VD66 | AID 720543, 2013 | purified mABHD4, FP-Rh probe fluorescence polarization | 0.54% of 370,000 active;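 active = inhibition exceeding the mean over every tested compound plus 3 SD, cut at about 30% in these data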;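 also: 0% = plate median of compound wells and 100% = S159A mutant with DMSO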
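Assay system: Wild-type mouse ABHD4 protein | Medium: HEPES pH 7.0 buffer, 150 mM NaCl, 0.01% Pluronic F-127 | Incubation: Enzyme–compound pre-incubation 45 min, then probe 60 min, both 25 °C | Technique: Fluorescence polarization with parallel and perpendicular emission, 525/598 nm | Evaluation: % inhibition of FP-Rh probe binding versus controls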
LEDGF integ inh = blockers of LEDGF/p75-dependent integrase strand transfer – biochemical, TR-FRET, high throughput, primary screen; HIV-1 integrase (with human LEDGF/p75); TR-FRET IN-LEDGF/p75 DNA integration, Eu/Cy5; inhibition, % at 3.7 µM; 0.64% of 370,000 active;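 active = inhibition above the screen-wide mean plus 3 SD, cut at about 13% in these data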;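 also: signal is the Cy5 over europium emission ratio at 671 and 618 nm; 0% = plate median of compound wells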
HTRA1 inh = HTRA1 serine protease inhibitors, primary screen, biochemical, fluorescence polarization, HTS. Q92743. recombinant HTRA1, FP-rhodamine activity-based probe. inhibition, % at 5.96 µM. 0.5% of 340,000 active; in the data active = inhibition above about 36%;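 also: 0% = enzyme with DMSO and 100% = wells lacking enzyme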
Target sequence (Q92743 whole entry, looked up): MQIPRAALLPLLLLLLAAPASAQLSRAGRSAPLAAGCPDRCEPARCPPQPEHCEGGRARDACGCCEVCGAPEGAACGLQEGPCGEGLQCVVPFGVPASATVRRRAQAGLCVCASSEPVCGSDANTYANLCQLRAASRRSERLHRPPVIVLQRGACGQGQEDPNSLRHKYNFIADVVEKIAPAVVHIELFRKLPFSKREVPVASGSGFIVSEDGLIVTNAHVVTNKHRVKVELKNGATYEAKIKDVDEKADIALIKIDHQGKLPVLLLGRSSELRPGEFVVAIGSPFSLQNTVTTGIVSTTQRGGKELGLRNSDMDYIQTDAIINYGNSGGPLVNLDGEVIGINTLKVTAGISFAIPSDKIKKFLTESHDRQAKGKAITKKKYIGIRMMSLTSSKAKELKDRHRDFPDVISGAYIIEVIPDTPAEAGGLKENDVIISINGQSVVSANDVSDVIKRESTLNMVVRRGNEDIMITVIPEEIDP
TCR-CD3 inh = inhibitors of human TCR-CD3 interaction, primary screen, biochemical, fluorescence, TAMRA-labeled TCR probe; T-cell receptor (TCR); inhibition, % at 9.4 µM; 0.37% of 360,000 active; in the data active = inhibition above about 19%;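 also: recombinant mutant TCR 2C K166C tagged with TAMRA read by polarization; 0% = receptor in buffer alone and 100% = receptor with positive control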
The depositor's hits bear a star; nt = not tested or not shown. This is a subset; count on the stated rates, not on these rows.

SMILES	rCAG RNA binder	MBD2 DNA inh	Rev-erbA mod	PRMT1 FP inh	UHRF1 binding	PG9 binder	mABHD4 FP	LEDGF integ inh	HTRA1 inh	TCR-CD3 inh
Cc1ncc(C(=O)O)c(C(=O)O)c1N	0	-5	-3	-8	-4	-0.9	2	5	9	-1
COc1ccc2oc(C(=O)Nc3nnc(C)s3)c(C)c2c1	2	1	2	-4	0	-0.2	2	0	-11	-4
O=C(C1CCN(c2nnc(N3CCCC3=O)s2)CC1)N1CCN(c2cccc(C(F)(F)F)c2)CC1	-4	5	-1	3	10	0.5	1	-2	-4	-6
CCOc1c(C(=O)CC)cc2c(C)cc(=O)oc2c1C	-4	2	-1	2	2	-0.6	0	2	11	-5
CC1(c2ccco2)NC(=O)NC1=O (stereo not given)	3	-4	4	-2	0	-4.0	-4	1	3	-4
O=C(Nc1ccnn1C1CCN(C2CCC2)CC1)c1ccccc1Cl	-3	7	3	4	0	0.8	8	-2	2	-2
CCOc1ccc(Oc2cc(N)cc([N+](=O)[O-])c2)cc1	4	2	6	0	-2	-1.1	-6	-1	-11	5
Cn1cccc1C(=O)N1CCN(S(=O)(=O)c2ccccc2)CC1	-8	-2	-6	-2	-3	-2.3	1	0	1	-1
O=C(COC(=O)[C@@H]1CCCN1S(=O)(=O)c1ccc(Cl)cc1)NC12CC3CC(CC(C3)C1)C2	-1	0	3	0	0	-0.8	6	0	-28	-1
COCC(C)NCc1cccc2ccccc12 (stereo not given)	-1	-4	-5	-3	1	-1.2	5	-2	-4	3
CCCn1cc(CN2CCC(C(=O)Nc3cccc(-c4cscn4)c3)CC2)c(C)n1	-2	3	0	7	0	-0.3	-5	-5	-19	-9
CCc1nnc(NC(=O)Cn2nc(-c3ccccc3OC)ccc2=O)s1	-3	1	2	2	2	-1.0	1	-7	4	3
Cc1ccc2nc(/C(C#N)=C/c3ccccc3C(=O)O)[nH]c2c1	11	-4	0	-7	-6	0.0	9	5	-22	1
Cc1ccc(C)c(S(=O)(=O)Nc2cc3c4c(c2)CC(=O)N4CCC3)c1	5	-3	-1	-1	0	0.8	6	-1	-2	3
Cc1cccc(NC(=O)NNC(=O)c2ccccn2)c1	1	5	0	1	3	0.6	30*	-3	3	-1
COc1ccc(C(=O)Nc2nc3ccccc3[nH]2)cc1	5	-1	8	2	3	0.9	-6	1	7	-5
O=c1[nH]cnc2ccsc12	-3	1	0	3	2	-1.7	7	-5	4	1
COc1ccc(C(C(=O)NC2CCCC2)N(Cc2cccnc2)C(=O)Cc2cccs2)cc1OC (stereo not given)	5	0	3	2	1	0.2	1	0	3	4
CCOc1ccccc1OCC(=O)OC(C)C(=O)Nc1ncc(Cl)cc1Cl (stereo not given)	-1	2	2	0	7	-2.5	-1	0	4	7
CCCCc1nc2cc(C(=O)N3CCC(OC)CC3)ccc2o1	-4	5	1	-1	-1	-1.6	7	-5	-1	7
O=C(COc1ccc(Cl)cc1)NCC(=O)N1CCC2(CC1)NCCc1[nH]cnc12	-1	-3	-5	-1	-1	-2.4	-11	-1	1	4
Cc1ccccc1-c1nc(CS(=O)CC(=O)NCCc2ccc(Cl)cc2)c(C)o1 (stereo not given)	-2	-1	-3	15	1	0.0	1	1	-10	0
CS(=O)(=O)n1nc(OC(=O)c2cc(Br)ccc2Cl)cc1N	2	-1	-2	0	-1	-0.8	-4	-1	1	3
Cc1oc(-c2ccc3c(c2)OCCO3)cc1C(=O)NCC(=O)O	3	-4	-1	1	-4	-0.9	3	-2	-1	3
O=C(N/N=C/c1cccc([N+](=O)[O-])c1)C1CC1c1ccccc1 (stereo not given)	0	4	4	-4	0	-1.8	3	0	-12	6
Next section
SMILES	rCAG RNA binder	MBD2 DNA inh	Rev-erbA mod	PRMT1 FP inh	UHRF1 binding	PG9 binder	mABHD4 FP	LEDGF integ inh	HTRA1 inh	TCR-CD3 inh
Cc1ccc2cc3c(NS(=O)(=O)c4cccc5nonc45)nn(CC(C)C)c3nc2c1	17	1	-5	3	-1	-2.2	8	0	-5	-7
CCN(CC)c1ccc(NC(=O)CN2CCN(S(=O)(=O)c3cc(Cl)ccc3OC)CC2)cc1	-5	-5	-1	-3	-1	-2.0	0	2	4	2
C=CCNC(=O)c1c(Cl)nc(C)c([N+](=O)[O-])c1C	0	9	0	2	1	-0.8	-5	-3	0	1
O=C(Nc1ccccc1)NC1(C(=O)NCc2cccs2)CCCCC1	3	-6	1	-4	-1	0.5	3	8	1	2
Cc1cccc(C)c1-n1nnnc1C(c1ccnc2ccccc12)N1CCN(CCN(C)C)CC1 (stereo not given)	1	-2	2	-4	1	-0.7	-5	5	nt	-5
COc1ccc(C(=O)N2N=C3CC(C)(C)OCC3C2c2ccccc2)cc1 (stereo not given)	-5	-4	-3	-4	2	1.5	-4	66*	2	2
CC[C@H](C)[C@H](NC(=O)OCc1ccccc1)C(=O)OCC(=O)N1CCN(c2ccc(F)cc2)CC1	-2	-1	7	-6	-3	-0.6	3	3	-6	2
COc1ccccc1OCC(=O)Nc1cc(NC(=O)COc2ccccc2OC)cc(C(=O)O)c1	46*	0	-1	6	-1	-1.2	-6	2	-9	6
COc1cc2ccccc2cc1C(=O)Nc1nccs1	2	3	3	3	-3	0.5	-14	-2	-23	1
COc1cccc(NC(=O)Cn2cnc3sc(C)c(S(=O)(=O)N4CCN(C)CC4)c3c2=O)c1	8	0	0	1	1	0.8	-1	0	5	-6
COc1ccc(/C=C/c2nnc(NC(=O)CC(C)C)s2)cc1	3	-6	-1	-6	-1	-1.7	0	0	-2	1
Cc1ccc(C(=O)N2CCN(c3ccccn3)CC2)cc1	-3	-3	-5	-8	0	-1.0	2	4	0	3
Cc1nn(Cc2ccc(Cl)cc2)c(C)c1NC(=O)c1cc(-c2ccco2)on1	-1	1	-5	1	-2	-0.3	-6	0	-26	-2
Cc1ccc(NC(=O)CNCc2ccccn2)cc1S(=O)(=O)N(C)C	-3	-2	-8	2	2	1.5	-2	-7	4	-9
CCCNC(=O)C(Cc1cccc(Br)c1)NC(=O)c1ccc(C#N)cc1 (stereo not given)	-1	0	-1	0	1	0.3	2	-1	7	4
CCN(CC)c1ccc2cc(C(N)=O)/c(=N\NC(=O)c3ccncc3)oc2c1	-46	-15	35*	-31	-68	-25	8	-5	nt	30*
Cc1cccc(C(=O)Oc2ccc(/C=N/O)cc2)c1	-4	1	4	-1	13	-0.9	-7	-4	-16	-5
O=c1[nH]cc(C=NNc2ccccc2)c(=O)[nH]1	2	-6	-1	0	-1	-2.1	3	3	nt	5
CCCCN(C)C(=O)c1ccc2c(c1)N(CC)C(=O)c1ccccc1S2=O (stereo not given)	-7	1	0	0	0	-0.1	7	-2	0	-5
O=C(NC1CCCCN(Cc2cccc(C(F)(F)F)c2)C1=O)c1ccc(Cl)c(Cl)c1 (stereo not given)	0	4	3	1	-3	nt	-9	-1	nt	nt
CN1C(=O)C(O)(C2CCCCCC2=O)c2ccccc21 (stereo not given)	0	-12	0	-4	-3	1.3	0	1	1	1
Cc1cc(-c2ccccc2)nc(N/N=C/c2cccnc2)n1	-5	-2	-3	-1	0	-0.8	10	5	1	6
Cc1ccccc1OCCOC(=O)c1cc(S(=O)(=O)N2CCCCC2)ccc1N1CCOCC1	8	0	0	0	-1	1.6	0	-4	-19	5
Cc1ccc(NC(=O)CN(C)Cc2nc3ccccc3c(=O)[nH]2)c(Br)c1	-2	-1	4	2	-1	0.5	-3	-3	-12	-4
CC1CCCC(NC(=O)Cc2ccc(Br)cc2)C1C (stereo not given)	-3	1	1	-1	-1	-0.4	-4	0	-11	-1

Part of the list above, with values under each structure:
Below each compound: rCAG RNA binder, MBD2 DNA inh, Rev-erbA mod, PRMT1 FP inh, UHRF1 binding, PG9 binder, mABHD4 FP, LEDGF integ inh, HTRA1 inh, TCR-CD3 inh
Cc1nn(Cc2ccc(Cl)cc2)c(C)c1NC(=O)c1cc(-c2ccco2)on1
  -1, 1, -5, 1, -2, -0.3, -6, 0, -26, -2
Cc1ccc(NC(=O)CNCc2ccccn2)cc1S(=O)(=O)N(C)C
  -3, -2, -8, 2, 2, 1.5, -2, -7, 4, -9

Following part:
SMILES	rCAG RNA binder	MBD2 DNA inh	Rev-erbA mod	PRMT1 FP inh	UHRF1 binding	PG9 binder	mABHD4 FP	LEDGF integ inh	HTRA1 inh	TCR-CD3 inh
NC(=NCc1ccc2c(c1)OCO2)NC(=O)c1ccccc1	2	1	-12	3	1	1.1	8	-6	1	-4
CCOC(=O)c1c(SCCN2CCCC2)n(-c2ccccc2)c(=S)n(-c2ccccc2)c1=O	7	-1	10	52*	0	1.2	-2	-4	3	-5
Cc1nc(N)[nH]c(=O)c1CCCNc1ccc(CCCCC2(CCl)OCCO2)cc1	9	-1	-5	-2	0	0.6	5	-1	4	6
O=C(NC(N1CCCC1)C(Cl)(Cl)Cl)c1ccccc1 (stereo not given)	0	3	5	-3	0	-0.1	5	-1	3	1
COc1cc(O)c(C(CC(=O)N2CCN(c3ccccc3)CC2)c2cc(OC)c(OC)c(OC)c2)c(OC)c1 (stereo not given)	-2	2	3	-1	1	0.6	4	0	-1	8
COc1cccc(C(=O)NCC(=O)n2nc(C)cc2C)c1	0	5	-1	0	0	0.2	-8	1	-10	5
COc1nccc(Nc2ccccc2)c1C#N	0	-6	-3	-2	5	-0.7	-20	-2	-1	-7
CN1CCC(OC(=O)c2cccc(Cl)c2)CC1	-2	4	-4	7	4	-2.6	-1	-3	-3	-4
COC(=O)c1ccccc1NC(=O)c1cc[n+]([O-])cc1	3	2	-1	2	-1	0.1	2	-3	1	-7
CCN(c1ccccc1)S(=O)(=O)c1ccc2c(c1)N(C(C)=O)CCS2	-4	6	3	6	-3	1.5	12	-2	6	-5
FC(F)(F)c1n[nH]c(=S)n1/N=C/c1ccco1	-1	-1	-2	2	-3	0.7	0	-5	2	3
CC(C)(C)c1ccc(-n2ncc3c2CCCC3NC(=O)CCn2cncn2)cc1 (stereo not given)	-8	2	-2	0	1	1.6	3	3	5	-4
CC(C)Cc1cc(C(=O)NCc2ccco2)no1	3	2	-1	5	1	1.0	1	-2	5	-4
CCC(=O)Nc1cccc2ccccc12	0	7	-7	7	4	-1.3	-4	2	3	-2
CC(=O)N1CCN(c2ccc(S(=O)(=O)N3CCCCC3)cc2[N+](=O)[O-])CC1	2	-9	1	0	4	-1.2	2	1	6	7
Cn1ncc(N=Cc2c(O)ccc3ccccc23)c1C(=O)Nc1cccc(Cl)c1	3	-5	-28	0	-4	1.4	1	-3	0	7
COc1ccc(CCNc2cc(C)nc3c(-c4ccccc4)cnn23)cc1OC	1	-2	2	1	-1	0.4	-4	3	-9	6
COC(=O)[C@]1(Cc2ccccc2)N[C@H](c2ccc(-c3ccc4c(c3)OCO4)cc2)[C@@H]2C(=O)N(C)C(=O)[C@@H]21	5	-8	3	1	1	-1.6	-6	-1	-1	0
CCC1(CC)Cc2ccccc2C(=O)N1	-1	-8	-5	2	-1	1.3	4	-1	5	2

Bioassay records as filed in PubChem BioAssay.
